# UGM FP inh: M. tuberculosis UGM enzyme inhibitors, primary screen, biochemical, fluorescence polarization, single point. inhibition, % at 10 µM. UDP-galactopyranose mutase (Mycobacterium tuberculosis (strain ATCC 25618 / H37Rv)), …. purified UGM, fluorescence polarization probe displacement. 320,000 tested, 0.06% active; in the data active = inhibition above about 10%, passing the limit was not always enough
# Mtb BioA inh: M. tuberculosis BioA enzyme inhibitors, primary screen, biochemical, plate reader, single point, HTS | 7,8-diaminopelargonic acid synthase BioA (Mycobacterium tuberculosis) | purified M. tuberculosis BioA enzyme | inhibition, % at 9.99 µM | 360,000 tested, 0.096% active; in the data active = inhibition above about 40%
# DUSP3 inh: VHR1 phosphatase inhibitors, primary screen, biochemical, absorbance, uHTS | recombinant VHR phosphatase, pNPP absorbance | inhibition, % at 13.3 µM | 290,000 tested, 0.52% active; in the data active = inhibition above about 50%; also: some compounds called inactive have numbers as strong as hits
# Target sequence (P51452 whole entry, looked up): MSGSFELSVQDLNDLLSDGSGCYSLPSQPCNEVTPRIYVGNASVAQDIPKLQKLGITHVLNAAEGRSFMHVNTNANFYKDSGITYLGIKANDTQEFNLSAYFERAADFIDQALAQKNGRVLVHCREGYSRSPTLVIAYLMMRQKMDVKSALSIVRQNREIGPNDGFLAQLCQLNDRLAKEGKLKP
# GDH-TPI counter: GDH-TPI coupling enzyme inhibitors, primary screen, artefact control for M. tuberculosis FBA inhibitor project, biochemical, absorbance, full deck | inhibition, % at 4.8 µM | GDH-TPI coupled enzyme counterscreen, NADH absorbance | 360,000 tested, 1.2% active; in the data active = inhibition above about 30%;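 also: 0% = DMSO wells and 100% = wells lacking the enzyme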
# FBA Mtb inh: Mtb FBA enzyme inhibitors, primary screen, biochemical, fluorescence, strain H37Rv. Fructose-bisphosphate aldolase (Mycobacterium tuberculosis (strain ATCC 25618 / H37Rv)), …. inhibition, % at 1 µM. purified M. tuberculosis FBA, fluorescence read-out. 360,000 tested, 2.3% active; in the data active = inhibition above about 27%;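 also: 0% = vehicle and 100% = reference inhibitor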
# Target sequence (P9WQA3 whole entry, looked up): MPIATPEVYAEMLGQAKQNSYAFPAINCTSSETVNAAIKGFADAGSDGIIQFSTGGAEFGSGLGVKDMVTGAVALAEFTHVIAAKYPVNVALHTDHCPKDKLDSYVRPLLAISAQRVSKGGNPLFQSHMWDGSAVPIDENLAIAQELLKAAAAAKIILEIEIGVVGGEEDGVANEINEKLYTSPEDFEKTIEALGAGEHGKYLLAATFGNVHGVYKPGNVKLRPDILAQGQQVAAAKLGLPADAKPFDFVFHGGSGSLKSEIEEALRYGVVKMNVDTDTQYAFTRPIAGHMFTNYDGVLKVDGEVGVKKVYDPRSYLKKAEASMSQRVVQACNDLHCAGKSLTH
# PriA SSB inh: inhibitors of Klebsiella pneumoniae PriA binding to SSB C-terminal tail, primary screen, biochemical, AlphaScreen; PriA–SSB C-terminal tail interaction (Klebsiella pneumoniae); 430,000 tested, 0.6% active; inhibition, % at 33 µM; AlphaScreen SSBct-PriA binding, biotinylated peptide; in the data active = inhibition mostly above about 37%, no sharp cut-off; inactive = mostly below about 20%;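 also: plate controls were negative control peptide for no effect and reference peptide for full effect; strong numbers were not always called active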
# SARS 3CLpro inh: SARS-CoV 3CLpro protease inhibitors, primary screen, biochemical, quenched FRET; recombinant SARS-CoV 3CLpro, quenched FRET peptide cleavage; 290,000 tested, 0.14% active; inhibition, % at 6 µM; in the data active = inhibition above about 12%
# MazEF act: activators of E. coli MazEF toxin-antitoxin RNase, primary screen, biochemical, fluorescence, uHTS. FAM/BHQ RNA-DNA oligo cleavage fluorescence, 5 h. AID 504720, 2011. activation, % at 20 µM. Endoribonuclease toxin MazF (Escherichia coli (strain K12)), P0AE70. 350,000 tested, 0.32% active; in the data active = activation above about 50%
# Target sequence (P0AE70 whole entry, looked up): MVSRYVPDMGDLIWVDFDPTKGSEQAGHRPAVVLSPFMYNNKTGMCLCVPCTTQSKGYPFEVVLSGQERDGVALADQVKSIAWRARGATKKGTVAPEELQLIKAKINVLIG
# BH1578 lux ind: inducers of Vibrio cholerae quorum light production without autoinducers, primary screen, BH1578 luxS cqsA deficient, single point | 350,000 tested, 0.16% active | V. cholerae BH1578 lux reporter, luminescence, 6 h | activation, % at 18.7 µM; in the data active = activation mostly above about 9.7%, no sharp cut-off; also: not every result past the cut was called active; inactives centre near 0; reference of the scale not given here
# Rv3671c protease: Rv3671c serine protease inhibitors, primary screen, biochemical, fluorescence polarization, M. tuberculosis H37Rv. inhibition, % at 5.96 µM. 320,000 tested, 0.048% active. P9WHR9; in the data active = inhibition above about 38%;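 also: extracellular domain of Rv3671c used as enzyme; 0% = enzyme with DMSO and 100% = no enzyme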
# Target sequence (P9WHR9 whole entry, looked up, the tested form may be a part): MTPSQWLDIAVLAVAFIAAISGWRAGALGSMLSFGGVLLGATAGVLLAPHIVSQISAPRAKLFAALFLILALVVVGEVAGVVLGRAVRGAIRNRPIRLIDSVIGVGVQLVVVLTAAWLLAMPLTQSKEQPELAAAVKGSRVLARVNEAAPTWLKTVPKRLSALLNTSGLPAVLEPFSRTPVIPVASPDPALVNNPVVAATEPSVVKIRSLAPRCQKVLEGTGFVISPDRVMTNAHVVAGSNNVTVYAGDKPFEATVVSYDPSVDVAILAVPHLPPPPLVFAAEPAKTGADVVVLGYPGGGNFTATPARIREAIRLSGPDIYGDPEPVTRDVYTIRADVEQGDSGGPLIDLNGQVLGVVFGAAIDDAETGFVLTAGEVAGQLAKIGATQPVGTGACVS
# * hit, by the source's call; i = inactive; . = no result given.
# The line under a structure holds: UGM FP inh	Mtb BioA inh	DUSP3 inh	GDH-TPI counter	FBA Mtb inh	PriA SSB inh	SARS 3CLpro inh	MazEF act	BH1578 lux ind	Rv3671c protease
> O=C(NNS(=O)(=O)c1ccc([N+](=O)[O-])cc1)c1ccncc1
    1.9	-1.1	20	-2	-4	-4	-1	4	i	3
> O=C(c1ccc([N+](=O)[O-])o1)N1CCN(c2nc3c(F)cc(F)cc3s2)CC1
    -1.6	0.6	.	11	0	-8	.	7	-1.0	6
> CC(C)(C)CN1C(=O)C(=O)NC[C@@H]1Cc1ccc(O)cc1
    0.7	-1.8	11	3	0	-11	.	9	i	6
> COc1cc2c(cc1OC)CN(C(=O)C1CCCN1S(=O)(=O)c1ccc(F)cc1)CC2 (centres undefined)
    -1.8	-3.3	18	-6	5	-6	6	-8	-0.1	3
> COc1ccc(C(=O)NC(=S)NC(C)c2ccccc2)cc1 (centres undefined)
    4.1	-2.5	.	-1	1	-13	.	0	-0.8	-2
> O=C(CNC(=O)c1cccs1)N/N=C/c1ccco1
    3.4	.	18	2	2	.	5	0	i	5
> O=C(O)c1cc([N+](=O)[O-])c(NCc2cccnc2)c([N+](=O)[O-])c1
    -0.2	-1.5	22	1	0	-24	3	14	-0.4	3
> Cc1ccc(S(=O)(=O)Oc2ccccc2C=C2C(=O)N(C)C(=O)N(C)C2=O)cc1
    -0.1	1.5	13	0	5	10	0	-4	i	-2
> COc1ccc(CN2CCSc3sccc3C2=O)cc1
    -1.0	1.2	14	3	1	-2	0	15	i	0
> COc1ccc(NC(=O)c2nc[nH]c2C(=O)N[C@@H](C)c2ccccc2)cc1
    0.4	1.1	-17	4	-2	9	.	3	i	-4
> CN(Cc1ccccc1)c1ccc(C(CC(N)=O)NC(=O)Cc2ccc(Br)cc2)cc1[N+](=O)[O-] (centres undefined)
    0.5	-1.8	11	0	-5	0	.	2	i	-23
> COc1ccc(C)cc1NC(=O)NCc1ccccc1F
    -2.2	.	21	-9	-5	-14	6	9	i	7
> CC(=O)Nc1ccc(C(=O)CSc2nc3ccccc3n2CC(=O)N2CCCC2)cc1
    1.4	1.0	11	15	1	-11	-6	0	2.0	-3
> O=C(NCc1ccc(Cl)cc1)C1=Cc2cc(Cl)ccc2OC1
    1.7	-1.2	-14	27	-3	-9	1	1	-3.0	-16
> N#CCn1cc(/C=N/NC(=O)c2cc3c(ccc4ccccc43)o2)c2ccccc21
    -2.1	-0.4	19	18	14	i	-3	-28	i	-34
> CCOC1OC(=O)C(Cl)=C1Nc1ccccc1C (centres undefined)
    1.5	.	-13	-3	-5	-16	6	2	-0.2	-6
> O=C(CSc1nnc(NC2CCCCC2)s1)NCc1ccco1
    -2.1	.	15	3	1	2	3	-3	-0.4	-5
> CCOC(=O)Cc1nc(-c2ccc(Cl)cc2)n[nH]1
    3.3	.	17	8	7	-7	2	2	-0.2	3
> Cc1[nH]cnc1CSCc1ccc(F)cc1
    0.0	1.1	-8	6	3	1	2	2	-0.3	-3
> CCOC(=O)c1cccc(C2=C(CNC(=O)c3ocnc3C)[C@H]3CC[C@@H](C2)N3Cc2ccccc2)c1
    .	0.6	.	-5	-1	.	.	-4	i	.

# Next section, overlapping the part above by 5 compounds.
# The line under a structure holds: UGM FP inh	Mtb BioA inh	DUSP3 inh	GDH-TPI counter	FBA Mtb inh	PriA SSB inh	SARS 3CLpro inh	MazEF act	BH1578 lux ind	Rv3671c protease
> CCOC1OC(=O)C(Cl)=C1Nc1ccccc1C (centres undefined)
    1.5	.	-13	-3	-5	-16	6	2	-0.2	-6
> O=C(CSc1nnc(NC2CCCCC2)s1)NCc1ccco1
    -2.1	.	15	3	1	2	3	-3	-0.4	-5
> CCOC(=O)Cc1nc(-c2ccc(Cl)cc2)n[nH]1
    3.3	.	17	8	7	-7	2	2	-0.2	3
> Cc1[nH]cnc1CSCc1ccc(F)cc1
    0.0	1.1	-8	6	3	1	2	2	-0.3	-3
> CCOC(=O)c1cccc(C2=C(CNC(=O)c3ocnc3C)[C@H]3CC[C@@H](C2)N3Cc2ccccc2)c1
    .	0.6	.	-5	-1	.	.	-4	i	.
> Cc1ccccc1-c1n[nH]nc1C1=CC(=O)CC(C)(C)C1
    .	-1.5	.	21	-1	.	.	4	0.6	.
> Cc1cc(C)cc(N(CC(=O)Nc2ccccc2)C2=NC3CS(=O)(=O)CC3S2)c1 (centres undefined)
    -2.9	-1.9	6	9	5	-18	0	7	-0.2	0
> Cc1nc2ccc(NC(=O)c3oc4ccc(F)cc4c3C)cc2s1
    -3.2	0.8	.	7	7	-4	.	-10	i	-20
> CCN=C1NN=C(c2ccc(C)cc2)CS1
    0.8	1.5	19	11	0	14	3	3	i	-7
> CCCN1C2=NS(=O)(=O)CCN2c2ccccc21
    1.6	2.5	-15	3	-2	-1	4	1	-0.3	-2
> O=C(O)c1ccc(/C=N/Nc2nc(N3CCCCC3)nc(N3CCCCC3)n2)cc1
    1.1	0.3	2	20	0	i	-2	5	-0.1	5
> CSc1ncccc1C(=O)OCc1ccccc1Cl
    -1.5	.	-6	1	4	-30	4	-7	-0.2	-4
> COCC(C)NC(=O)c1ccc(-n2nc(C(F)(F)F)cc2-c2cccs2)cc1 (centres undefined)
    -0.9	-0.7	-10	10	-3	-10	-1	-4	-9.1	-3
> CCN1C(=O)[C@H]2[C@@H](c3ccc(C)cc3)N[C@]3(CCCN(Cc4ccco4)C3=O)[C@H]2C1=O
    .	0.5	.	0	-1	.	.	6	0.6	.
> COc1ccccc1C(=O)Nc1ccccn1
    -0.4	-1.1	12	14	0	-9	-2	4	-0.3	3
> COc1ccc(NC(=S)Nc2ccc(OC)cc2OC)c(OC)c1
    3.5	.	-4	-4	2	11	-6	1	-0.1	5
> O=[N+]([O-])c1cccc(-c2nc(NCc3ccccc3)c3ccccc3n2)c1
    4.1	4.0	-2	1	-3	-10	4	-5	-1.0	-10
> Cc1onc(-c2ccccc2)c1C(=O)N/N=C/c1ccc([N+](=O)[O-])s1
    2.3	.	39	9	-5	.	-2	2	-0.2	-2
> CCC(C)N=Cc1c(O)n(-c2ccccc2)c(=O)[nH]c1=O (centres undefined)
    -2.1	-0.9	33	16	2	-13	2	6	-0.2	-4
> CCn1cc(CN2CCCC(CO)(Cc3ccc(F)cc3)C2)c2ccccc21 (centres undefined)
    2.5	1.2	6	0	4	18	-5	6	i	-2
> CN1CCN(/N=C/c2ccc(-c3ccc([N+](=O)[O-])cc3)o2)CC1
    0.1	.	34	3	-9	.	5	14	-0.1	12
> COc1ccc2nc(SCC(=O)Nc3ccc4sc(C)nc4c3)c(C#N)cc2c1
    1.2	-0.4	10	8	-1	-6	-3	-17	-0.2	-2
> CCCCn1c(=O)[nH]c(=O)c2c1nc(-c1ccc(-c3ccccc3Br)o1)n2CCOC
    -1.2	-0.7	19	5	3	11	0	23	i	-6
> Cc1ccc(S(=O)(=O)Nc2c(C)n(C)n(-c3ccccc3)c2=O)cc1C(=O)NCc1ccccn1
    5.9	-0.3	-10	7	7	-7	4	7	i	-9
> COc1ccc2nc3cccc(OC)c3nc2c1
    0.8	2.0	-11	-8	-4	10	-13	-1	i	-5

# 3 neighbouring records already listed, for reference:
# The line under a structure holds: UGM FP inh	Mtb BioA inh	DUSP3 inh	GDH-TPI counter	FBA Mtb inh	PriA SSB inh	SARS 3CLpro inh	MazEF act	BH1578 lux ind	Rv3671c protease
> CCCCn1c(=O)[nH]c(=O)c2c1nc(-c1ccc(-c3ccccc3Br)o1)n2CCOC
    -1.2	-0.7	19	5	3	11	0	23	i	-6
> Cc1ccc(S(=O)(=O)Nc2c(C)n(C)n(-c3ccccc3)c2=O)cc1C(=O)NCc1ccccn1
    5.9	-0.3	-10	7	7	-7	4	7	i	-9
> COc1ccc2nc3cccc(OC)c3nc2c1
    0.8	2.0	-11	-8	-4	10	-13	-1	i	-5

# Filtered by structure, the compounds so far with a cyano group.
# The line under a structure holds: UGM FP inh	Mtb BioA inh	DUSP3 inh	GDH-TPI counter	FBA Mtb inh	PriA SSB inh	SARS 3CLpro inh	MazEF act	BH1578 lux ind	Rv3671c protease
> N#CCn1cc(/C=N/NC(=O)c2cc3c(ccc4ccccc43)o2)c2ccccc21
    -2.1	-0.4	19	18	14	i	-3	-28	i	-34
> COc1ccc2nc(SCC(=O)Nc3ccc4sc(C)nc4c3)c(C#N)cc2c1
    1.2	-0.4	10	8	-1	-6	-3	-17	-0.2	-2

# Going on with the list.
# The line under a structure holds: UGM FP inh	Mtb BioA inh	DUSP3 inh	GDH-TPI counter	FBA Mtb inh	PriA SSB inh	SARS 3CLpro inh	MazEF act	BH1578 lux ind	Rv3671c protease
> Cc1ccc(C(=O)Nc2cccc(S(=O)(=O)N(C)c3ccccc3)c2)o1
    -0.4	-1.1	.	-5	0	-6	.	8	i	-3
> CCOCC(=O)Nc1cccc(C(=O)OCC)c1
    -0.4	0.7	-2	5	0	-7	-4	12	i	-1
> NNC(=O)CCc1nc2ccccc2[nH]1
    0.1	.	10	.	.	.	-3	.	.	-5
> O=C(CCN1CCOCC1)Nc1ccc2c(c1)CCC2
    5.5	-0.8	6	0	2	-2	4	-2	-1.4	-3
> CSc1ccc(S(=O)(=O)NCC(=O)OC(C)C(=O)NCc2ccccc2)cc1[N+](=O)[O-] (centres undefined)
    -0.1	-0.8	.	-4	-3	-2	.	0	4.2	-9
> COc1cccc(-c2nn(-c3ccccc3)cc2CN(C)C(C)c2ccon2)c1 (centres undefined)
    0.7	0.1	18	-2	7	3	3	-1	0.0	2
> COc1ccccc1N1CCN(CC(=O)NC(=O)NCc2ccccc2)CC1
    .	-0.5	.	-2	-1	.	.	0	-4.5	.
> Cn1ncc(Br)c1C(=O)N1CCOCC1
    -0.4	-1.1	-11	-2	-1	-4	0	3	i	-2
> Cc1ccc(N(C(=O)CNC(=O)c2ccco2)C(C(=O)NC2CCCC2)c2ccncc2)cc1F (centres undefined)
    -1.8	-2.1	-12	-5	1	5	0	1	-0.2	6
> O=C1CC(c2cccnc2)c2cc3c(cc2N1)OCO3 (centres undefined)
    0.7	1.8	-10	4	1	-21	-2	-2	-0.3	-4
> Cc1ccccc1NC(=O)c1cnc2ccccn2c1=O
    2.0	0.2	6	10	0	-3	-2	-5	3.7	3
> CCC1(Cc2ccccc2)NC(=O)c2ccccc2O1 (centres undefined)
    -3.0	.	-6	6	1	-11	-1	6	-0.5	4
> COc1cc(S(=O)(=O)N(C)C2CCCCC2)c(C)cc1C
    .	2.6	47	-9	-1	-69	1	8	-0.9	.
> COc1ccc(N2C(=O)C(Cl)=C(N3CCCC3)C2=O)cc1
    -0.1	.	7	6	-6	3	-1	0	i	3
> O=C(Nc1ccc2c(c1)OCCO2)c1ccc2ccccc2n1
    -0.1	.	19	8	0	-1	2	-1	-0.3	-11
> O=C1S/C(=C\c2ccc(O)c([N+](=O)[O-])c2)C(=O)N1Cc1cccc([N+](=O)[O-])c1
    0.7	-1.7	22	13	-1	-9	3	3	-0.5	0
> Cc1c(NC(=O)CN2C(=O)c3ccccc3C2=O)c(=O)n(-c2ccccc2)n1C
    -0.4	-1.0	5	-6	1	10	3	6	i	-9

# Some of the compounds tested. The share of hits here may be higher or lower than overall.
